Screening results deposited in PubChem by Sanford-Burnham Center for Chemical Genomics.
TNAP inh Pi – human TNAP enzyme inhibitors, primary screen, biochemical, colorimetric, phosphate release readout | Alkaline phosphatase, tissue-nonspecific isozyme (Homo sapiens), P05186 | purified TNAP, pNPP, malachite green phosphate absorbance | inhibition, % at 20 µM | 21,000 tested, under 10 active | AID 614, 2007
Target sequence (P05186 whole entry, looked up): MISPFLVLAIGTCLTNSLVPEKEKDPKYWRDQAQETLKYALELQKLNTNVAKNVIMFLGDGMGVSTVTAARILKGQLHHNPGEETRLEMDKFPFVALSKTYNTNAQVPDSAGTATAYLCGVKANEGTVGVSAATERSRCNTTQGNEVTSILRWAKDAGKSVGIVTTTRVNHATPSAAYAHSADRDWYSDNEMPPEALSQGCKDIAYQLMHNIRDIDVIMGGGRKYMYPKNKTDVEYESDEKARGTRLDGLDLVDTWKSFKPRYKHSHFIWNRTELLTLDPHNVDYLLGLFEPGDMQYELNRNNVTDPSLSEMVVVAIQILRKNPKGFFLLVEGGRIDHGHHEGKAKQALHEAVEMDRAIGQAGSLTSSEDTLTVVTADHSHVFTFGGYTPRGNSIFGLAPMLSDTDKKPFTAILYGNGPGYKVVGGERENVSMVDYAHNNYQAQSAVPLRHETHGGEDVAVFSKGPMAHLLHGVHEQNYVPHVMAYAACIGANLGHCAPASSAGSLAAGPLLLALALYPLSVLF
TNAP inh pNP – human TNAP enzyme inhibitors, primary screen, biochemical, colorimetric, p-nitrophenol readout. purified TNAP, pNPP hydrolysis, absorbance 405 nm. Alkaline phosphatase, tissue-nonspecific isozyme (Homo sapiens), P05186. inhibition, % at 20 µM. 21,000 tested, under 10 active. AID 615, 2007;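 further: 0% = DMSO only wells and 100% = 1 mM levamisole wells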
The depositor's hits bear a star.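 How the source made its calls: active means inhibition above 50% at the 20 µM single-dose screen; inactive means the rest.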 Only part of the results is shown (hit frequency here may not be typical).

SMILES | TNAP inh Pi | TNAP inh pNP
CC(C)Oc1ccc(C2/C(=C(/O)c3ccc(F)cc3)C(=O)C(=O)N2CCCN(C)C)cc1 (configuration not stated) | 6 | 4
CCOc1ccc(N(Cc2cc3cc(OC)ccc3[nH]c2=O)S(C)(=O)=O)cc1 | 6 | 6
CC1Cn2c(CCc3ccccc3)nnc2S1 (configuration not stated) | 0 | -4
CCOC(=O)C1CCCN(CCC(=O)Nc2ccc3c(c2)CCC3)C1 (configuration not stated) | -3 | -8
Cc1ccc2c(N)c(C)ccc2c1 | 8 | 6
CCc1nc(N2CCCCC2)c2oc3ccccc3c2n1 | 2 | 1
c1ccc(SCc2nc(-c3ccncc3)no2)cc1 | -25 | -4
CC1(C)Cc2ccccc2-c2c1c(=O)n(-c1ccccc1)c1nnnn21 | 0 | 6
C[n+]1cccc(CNC(=O)/C=N/O)c1 | 6 | 1
COc1ccccc1NC(=O)N1CCC(C(=O)c2ccc(F)cc2)CC1 | 5 | 4
COc1ccc(-c2csc(NC(C)=O)n2)cc1OC | 5 | -1
Cc1cc(C(=O)N2CCN(Cc3ccc4c(c3)OCO4)CC2)cs1 | 5 | 4
Cc1cc(C)c2c(n1)sc1c(N3CCN(CCO)CC3)ncnc12 | 0 | 0
CCN(CC(=O)NC)S(=O)(=O)c1ccc(C)cc1 | -2 | 7
Cc1cc(NS(=O)(=O)c2ccc(NC(=O)c3ccco3)cc2)no1 | 7 | 2
O=C(CSc1nnc(-c2ccc(S(=O)(=O)N3CCCC3)cc2)o1)NCc1ccco1 | 9 | 8
N#Cc1nc(Cc2ccccc2)oc1NCCCn1ccnc1 | 11 | 5
CC1Cc2ccccc2N1C(=O)CSc1nnnn1-c1ccc2c(c1)OCCO2 (configuration not stated) | 16 | 6
O=C(C1CCCCC1)N1CCCn2c1nc1ccccc12 | 2 | 2
O=C1CC(c2ccccc2)CC(O)=C1C=NCCN1CCN(C(=O)Nc2ccccc2)CC1 (configuration not stated) | -5 | 7

The last 6 entries of the part above lead into the next.
SMILES | TNAP inh Pi | TNAP inh pNP
Cc1cc(NS(=O)(=O)c2ccc(NC(=O)c3ccco3)cc2)no1 | 7 | 2
O=C(CSc1nnc(-c2ccc(S(=O)(=O)N3CCCC3)cc2)o1)NCc1ccco1 | 9 | 8
N#Cc1nc(Cc2ccccc2)oc1NCCCn1ccnc1 | 11 | 5
CC1Cc2ccccc2N1C(=O)CSc1nnnn1-c1ccc2c(c1)OCCO2 (configuration not stated) | 16 | 6
O=C(C1CCCCC1)N1CCCn2c1nc1ccccc12 | 2 | 2
O=C1CC(c2ccccc2)CC(O)=C1C=NCCN1CCN(C(=O)Nc2ccccc2)CC1 (configuration not stated) | -5 | 7
CN(C)C(=O)Cn1cnc2c(cnn2-c2ccccc2Cl)c1=O | 4 | 2
N#Cc1c(N)sc(=S)c2c1CCCCC2 | 2 | 5
COC(=O)c1cccc(NC(=O)c2cccc(OC)c2)c1 | -10 | 4
COc1cccc(N(C(=O)CNC(=O)c2ccco2)C(C(=O)NC2CCCCC2)c2ccncc2)c1 (configuration not stated) | 4 | 0
Cn1cc(Cl)c(C(=O)N2CCN(c3ncccn3)CC2)n1 | 3 | 2
CCOC(=O)CC(=O)CSc1nc(N)c(C#N)c(-c2ccc(Cl)cc2)c1C#N | -17 | -17
CC(=O)Nc1ccc(-n2c(C)nc(=O)c(-c3ccccc3)c2C)cc1 | 7 | 1
C=CCN1C(c2ccccc2)=CS/C1=C(\C#N)c1nnc2n1CCCCC2 | 18 | 2
Cc1ccccc1NC(=O)c1cc(N)ccc1N1CCCCC1 | -27 | 1
CCCCC(CC)C(=O)NCc1ccccc1OC (configuration not stated) | 12 | 7
COc1c(Cl)ccc(Cl)c1C(=O)OCC(=O)O | -4 | 7
CCOC(=O)c1oc2ccc(Br)cc2c1NC(=O)CN1CCN(C)CC1 | 12 | 4
O=C1N=C(N2CCOCC2)SC1=C1CCCCC1 | 7 | 4
CC1=CCC2C(=O)N(c3cccc(C(=O)N(C)C4CCCCC4)c3)C(=O)C2C1 (configuration not stated) | 6 | 3
CC(C)CC(OC(=O)c1cccs1)C(=O)NCC1CCCO1 (configuration not stated) | 8 | 1
CCOc1ccc(CNc2ccc3c(c2)nc(C)n3C)cc1 | -21 | 2
CC1(c2ccccc2)NC(=O)N(CCOc2ccccc2)C1=O (configuration not stated) | 6 | 2
Cc1cccc(-c2nnc(SCc3cc(=O)[nH]c4ccccc34)n2C)c1 | 4 | 5
Cn1c(=O)c2c(nc(N3CCCCCC3)n2CC(O)COc2ccc(Cl)cc2)n(C)c1=O (configuration not stated) | 13 | 6
Cc1cc(COc2ccccc2OCc2cc(C)no2)on1 | -9 | 9
CCSc1ccccc1C(=O)n1nnc2ccccc21 | 7 | 2
O=C(O)CCC(=O)N1CCC(C(=O)c2cccc(Cl)c2)CC1 | 9 | 3
COC(=O)C1=C(C)N(c2ccc(S(N)(=O)=O)cc2)C(=O)C1 | 2 | 5
Cc1c(N=c2c(=O)c3ccccc3c2=O)c(=O)n(-c2ccccc2)n1C | -10 | 4
O=C1c2cccc3cccc(c23)C(=O)N1c1nncs1 | 2 | -1
CSc1nc2ccccc2n1CC(=O)N1CCCCC1 | 11 | 5
O=C(OCCN1C(=O)c2ccccc2C1=O)c1cnccn1 | -3 | 5
Cc1cccc(NC(=O)CSc2nnc([C@@H]3CCCN3C(=O)OC(C)(C)C)o2)c1C | 11 | 1
Cn1c(SCC(=O)Nc2ccc(N3CCOCC3)c(Cl)c2)nnc1C(O)c1ccccc1 (configuration not stated) | 16 | 2
Cc1c(NC(=O)CCC(=O)N2CCCCC2)c(=O)n(-c2ccccc2)n1C | 13 | 2
O=C(NCc1ccccc1)c1ccc(COCC(F)(F)F)o1 | 7 | 2
Cc1c(C2CC(=O)N(c3ccccc3)C2=O)[nH]n(-c2ccccc2)c1=O (configuration not stated) | 9 | 5
CC1=NS(=O)(=O)c2cc(Cl)ccc2N1 | 11 | 8
O=c1cc(NCc2ccco2)c2ccccc2o1 | 11 | 6
CCOC(=O)Cc1csc(NC(=O)c2csc3c2CCCC3)n1 | 0 | 0
Cc1cc(=O)oc(C)c1C(=O)n1nc(C)c2c1C[C@@H]1[C@H]2C1(C)C | 10 | 6
CCOc1cccc(C(=O)Nc2ccccc2N2CCN(C(=O)C(C)C)CC2)c1 | -2 | -8
CN(C)Cc1nc2c(c(=O)[nH]1)C1(CCCCC1)Cc1ccccc1-2 | 4 | 2
COc1ccc2oc(=O)c(C(=O)O)cc2c1 | 6 | 3
Cc1n[nH]c(=O)nc1NCc1ccc(Cl)cc1 | -1 | -1

Compound profiles, from the list above.
Shown for `Cc1c(N=c2c(=O)c3ccccc3c2=O)c(=O)n(-c2ccccc2)n1C` → TNAP inh Pi = -10; TNAP inh pNP = 4
Shown for `CSc1nc2ccccc2n1CC(=O)N1CCCCC1` → TNAP inh Pi = 11; TNAP inh pNP = 5

New compounds follow:
SMILES | TNAP inh Pi | TNAP inh pNP
CCCn1cc(NC(=O)C2CC(c3cccc(Br)c3)=NO2)cn1 (configuration not stated) | 7 | 8
CCCC(=O)NC1=C(C#N)C2(CCCC2)Cc2ccccc21 | 4 | 5
COc1cc(/C=N/n2cnnc2)ccc1OCCOc1ccccc1 | 2 | -3
O=C(Nc1ccc(C2CCCCC2)cc1)C1CCN(c2ncccn2)CC1 | 24 | 8
Cc1cc(-c2nc3c4c5c(sc4[nH]c(=O)n3n2)CCC5)c(C)o1 | 17 | 1
CCN(CC)S(=O)(=O)c1ccc(-c2nnc(SCc3nnc(-c4ccc(C)cc4)o3)o2)cc1 | 0 | 0
Cc1cccc(-c2nc(C#N)c(NC3CCCCC3)o2)c1 | 0 | 0
CCOc1ccc(-c2nn3c(-c4ccc(OC)cc4)nnc3s2)cc1 | 5 | -1
O=C(CN1C(=O)c2ccccc2C1=O)OCN1C(=O)c2ccccc2C1=O | -2 | 0
NC(=O)C(F)(F)C12OC3C4C5CC(C6C5C3C61)C42 (configuration not stated) | 8 | 6
COc1ccc(C(=O)N2CCCC(c3ccccc3)C2)cc1 (configuration not stated) | 3 | 1
CCCc1cc(=O)oc2c(CN3CCCC3)c(O)c(Cl)cc12 | 8 | 4
C=C(C)COc1ccc(-c2[nH]ncc2Oc2ccccc2OC)c(O)c1 | -6 | -11
COc1ccc(C(=O)N(CCCO)C(C)C(=O)NC2CCCCC2)cc1OC (configuration not stated) | 3 | 4
N#Cc1c(/N=C/c2ccco2)oc(-c2ccccc2)c1-c1ccccc1 | 7 | 5
O=C(O)C1C2C=CC(C2)C1C(=O)Nc1ccc(C(=O)N2CCCCC2)cc1 (configuration not stated) | 1 | 1
COc1ccc2c(=O)c(C(=O)NCCc3ccc(OC)c(OC)c3)c[nH]c2c1 | 0 | 0
COCCNC(=O)C(OC(=O)c1ccco1)c1ccccc1OC (configuration not stated) | 4 | -6
N#Cc1cnn(Cc2ccccc2)c1/N=C/N1CCOCC1 | 0 | 0
CC(=O)Nc1ccc(-c2ccccc2)s1 | 10 | 3
O=C1C2ON(c3ccccc3)C(c3ccncc3)C2C(=O)N1c1ccccc1 (configuration not stated) | 10 | 7
COCCn1c(SCC(=O)c2ccc3c(c2)OCCO3)nnc1C(C)C | 12 | 8
Cc1noc(C)c1C(=O)Nc1c(F)cc(F)cc1Br | 4 | -1
O=C(NCC1CCCO1)c1cc2n(n1)C(C(F)(F)F)CC(c1ccc(Br)cc1)N2 (configuration not stated) | 7 | 5
COC(=O)C1CCN(c2nc3ccccc3nc2C(C#N)C(=O)NCCc2ccccc2)CC1 (configuration not stated) | 5 | 0
CCOC(=O)C1CCN(C(=O)CCCN2C(=O)c3ccccc3C2=O)CC1 | -8 | -9
COc1ccccc1Nc1nc(N)nc(CN2CCN(c3ccccc3)CC2)n1 | 9 | 3
COc1ccc(CSc2nc(N3CCOCC3)c3c(c2C#N)CC(C)(C)OC3)cc1 | 6 | 3
O=C(NCc1ccco1)C(c1cccs1)N(C(=O)Cc1cccs1)c1ccccc1 (configuration not stated) | -1 | -4
CC1CCCCN1S(=O)(=O)c1ccc(NC(=O)CSc2nnnn2C)cc1 (configuration not stated) | 15 | 1
c1ccc2c(c1)nnn2Cc1nnc2sc(-c3ccncc3)nn12 | -4 | 6
O=C(NCCN1CCNCC1)c1ccccn1 | 8 | 5
O=S(=O)(c1ccc(Cl)cc1)N1CCC(N2CCCCCC2)CC1 | 9 | 4
COc1cc(OC)cc(C(=O)Nc2cccc(N3CCCC3)c2)c1 | 7 | 4
O=C(NCc1ccco1)c1cc2n(n1)C(C(F)(F)F)CC(c1ccc(Br)cc1)N2 (configuration not stated) | 12 | -1
COCCC(=O)NC12CC3CC(CC(C3)C1)C2 | 12 | 3
Cn1c(=O)c2c(nc(SCC(=O)c3cccs3)n2Cc2ccc(F)cc2)n(C)c1=O | 0 | 0
c1n[nH]c(NCc2ccc3c(c2)OCO3)n1 | 6 | 2
C=CCNc1nc(N2CCCC2)nc2ccccc12 | -6 | -10
CN(C)S(=O)(=O)c1ccc(S(=O)(=O)N(CC(=O)Nc2ccccc2)Cc2ccco2)cc1 | -3 | 4

4 entries from above, sorted by heavy-atom count, smallest number first:
SMILES | TNAP inh Pi | TNAP inh pNP
Cc1noc(C)c1C(=O)Nc1c(F)cc(F)cc1Br | 4 | -1
O=C(NCC1CCCO1)c1cc2n(n1)C(C(F)(F)F)CC(c1ccc(Br)cc1)N2 (configuration not stated) | 7 | 5
Cn1c(=O)c2c(nc(SCC(=O)c3cccs3)n2Cc2ccc(F)cc2)n(C)c1=O | 0 | 0
COC(=O)C1CCN(c2nc3ccccc3nc2C(C#N)C(=O)NCCc2ccccc2)CC1 (configuration not stated) | 5 | 0

Further results
SMILES | TNAP inh Pi | TNAP inh pNP
CSc1nsc(SCC(=O)N2CCCc3ccccc32)n1 | 15 | 7
COC(=O)c1c(C)noc1-c1cc(C)on1 | -2 | -3
CC(C)C1Cc2c(sc3c2c(=O)n(-c2ccccc2)c2nncn32)CO1 (configuration not stated) | 10 | 5
CCCCCCC1CC(CSc2ncn[nH]2)OC1=O (configuration not stated) | 45 | 43
COc1ccc2oc(=O)c(C(=O)N3CCc4ccccc43)cc2c1 | 9 | 4
CCOC(=O)Cc1c(C)nc2cc(-c3ccc(Cl)cc3)[nH]n2c1=O | -4 | 11
CCC(Oc1ccccc1)C(=O)N1CC(C)CC(C)C1 (configuration not stated) | 9 | 4
Cc1cccc(N(CC(=O)N2CCCC2)S(=O)(=O)c2ccccc2)c1 | 6 | 6
O=c1cc(CN2CCN(C/C=C/c3ccccc3)CC2)c2cc(O)ccc2o1 | 6 | 5
CCOC(=O)CSc1nncc2ccc(OC)c(OC)c12 | 7 | 2
Oc1oc(-c2ccco2)nc1C=Nc1cccc(Cl)c1 | 12 | 4
Cc1cccc2cc(C(c3nnnn3CC3CCCO3)N3CCOCC3)c(=O)[nH]c12 (configuration not stated) | -8 | 6
Cc1ccc(N2CCCCn3c2nc2c3c(=O)n(CC(=O)O)c(=O)n2C)cc1 | 14 | 6
CC1CN(C(=O)c2ccc(COCC(F)(F)F)o2)CC(C)O1 (configuration not stated) | 11 | 1
C=CCn1c(SCC#N)nc2c(c1=O)C(C)(C)Cc1ccccc1-2 | 0 | 0
COCCCN1C(=O)c2ccc(C(=O)NCc3ccco3)cc2C1=O | 6 | 5
COC(=O)c1ccc(-c2sc3nc(N4CCOCC4)c4c(c3c2N)CC(C)(C)OC4)o1 | -1 | -6
OCC1OC(n2nnc3ccccc32)C(O)C(O)C1O (configuration not stated) | 13 | 6
CC1(C)Cc2c(c(-c3ccco3)[nH]c(=O)c2C#N)CO1 | 2 | 0
